Source: PubChem (several laboratories)
NadD inh: inhibitors of S. aureus NadD, primary screen, biochemical, colorimetric, uHTS; purified NadD enzyme, colorimetric absorbance read-out; inhibition, % at 20 µM; 360,000 compounds, 0.78% hits; AID 602399, 2012; in the data active = inhibition above about 26%; also: some compounds past the cut are filed as inactive
SUMO1 PPI mod: modulators of SUMO1 protein-protein interactions, primary screen, biochemical, uHTS | AID 602429, 2012 | SUMO1 binding to a labelled peptide, TR-FRET, 1 h | 360,000 compounds, 0.33% hits | inhibition, % at 20 µM; in the data active = inhibition above about 37%
TbMetRS inhib: T. brucei MetRS inhibitors, primary screen, biochemical, luminescence | 360,000 compounds, 0.4% hits | inhibition, % at 11.9 µM | AID 624268, 2012 | purified T. brucei MetRS, ATP depletion, Kinase-Glo luminescence | methionyl-tRNA synthetase (Trypanosoma brucei brucei);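 active = inhibition above a per-plate cutoff of the control wells' mean inhibition plus 3 SD, cut at about 5.5% in these data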;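 also: 0% = DMSO wells median and 100% = median of wells with control inhibitor compound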
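Material: parasite MetRS enzyme / Replication: singlicate, one well per compound / Signal: luminescence of leftover ATP / Schedule: 2 h aminoacylation at 25 °C after 15 min preincubation / Medium: HEPES-MgCl2-KCl buffer plus DTT, spermine, BSA, pyrophosphatase / Doses: 11.9 µM single point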
DNMT1 block: human DNMT1 methyltransferase inhibitors, primary screen, biochemical, molecular beacon, fluorescence, HinP1I cleavage, uHTS. DNA (cytosine-5)-methyltransferase 1 (Homo sapiens), P26358. inhibition (reported as % activation of signal), % at 10 µM. 360,000 compounds, 0.83% hits; in the data active = inhibition above about 50%
Target sequence (P26358 504-1616 limits assumed): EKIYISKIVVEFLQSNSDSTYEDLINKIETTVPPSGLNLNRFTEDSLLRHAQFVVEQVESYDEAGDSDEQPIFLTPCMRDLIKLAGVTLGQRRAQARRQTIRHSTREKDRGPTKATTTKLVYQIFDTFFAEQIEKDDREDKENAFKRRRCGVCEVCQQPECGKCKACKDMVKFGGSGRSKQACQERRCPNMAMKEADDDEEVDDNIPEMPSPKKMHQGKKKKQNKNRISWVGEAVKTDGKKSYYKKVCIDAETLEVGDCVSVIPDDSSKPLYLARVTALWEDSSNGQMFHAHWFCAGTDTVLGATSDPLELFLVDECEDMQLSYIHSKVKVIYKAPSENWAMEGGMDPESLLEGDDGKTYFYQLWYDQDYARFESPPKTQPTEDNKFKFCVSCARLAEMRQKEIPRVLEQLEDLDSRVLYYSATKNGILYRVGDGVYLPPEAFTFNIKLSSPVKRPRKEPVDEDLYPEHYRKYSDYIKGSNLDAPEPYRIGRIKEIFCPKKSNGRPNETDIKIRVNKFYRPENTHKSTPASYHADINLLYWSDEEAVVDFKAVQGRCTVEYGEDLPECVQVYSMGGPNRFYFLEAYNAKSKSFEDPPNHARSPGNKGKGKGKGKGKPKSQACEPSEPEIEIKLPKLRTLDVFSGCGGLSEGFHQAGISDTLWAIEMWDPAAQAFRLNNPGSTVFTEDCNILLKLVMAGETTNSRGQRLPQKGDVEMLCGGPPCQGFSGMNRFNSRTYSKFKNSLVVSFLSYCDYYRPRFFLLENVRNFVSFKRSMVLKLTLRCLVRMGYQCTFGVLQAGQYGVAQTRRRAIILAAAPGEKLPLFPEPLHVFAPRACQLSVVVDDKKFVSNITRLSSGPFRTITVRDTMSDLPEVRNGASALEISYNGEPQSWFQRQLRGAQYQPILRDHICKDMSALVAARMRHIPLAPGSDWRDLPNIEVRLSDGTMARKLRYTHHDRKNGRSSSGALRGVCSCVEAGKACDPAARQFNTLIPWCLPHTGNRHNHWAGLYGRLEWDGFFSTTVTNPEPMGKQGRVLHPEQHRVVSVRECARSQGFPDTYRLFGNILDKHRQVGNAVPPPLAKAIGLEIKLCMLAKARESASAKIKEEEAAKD
STEP block: STEP phosphatase inhibitors, primary screen, biochemical, fluorescence intensity, uHTS; Tyrosine-protein phosphatase non-receptor type 5 (Homo sapiens), P54829; recombinant STEP, OMFP fluorogenic substrate; 360,000 compounds, 0.25% hits; inhibition, % at 20 µM;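 active = inhibition at 20 µM, scaled per plate between control wells, above about 37%, limit read from the data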;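 also: 0% = DMSO with enzyme and substrate and 100% = substrate only without enzyme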
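System: STEP phosphatase, cell-free reaction; Buffer or medium: Bis-Tris pH 6.0 buffer with DTT, detergent; Incubation: 20 min at room temperature, dark; Measured by: fluorescence, 480/540 nm.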
Scp-1 inhibitor: Scp-1 phosphatase inhibitors, primary screen, biochemical, colorimetric, uHTS; inhibition, % at 20 µM; 340,000 compounds, 0.88% hits; Recombinant Scp1, phosphopeptide, malachite green phosphate absorbance; Carboxy-terminal domain RNA polymerase II polypeptide A small phosphatase 1 (Homo …;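 active = inhibition above about 50% at 20 µM, limit read from the data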;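 also: plate controls were DMSO wells with enzyme for no effect and wells lacking enzyme for full effect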
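Test system: SCP-1 phosphatase catalytic domain, residues 76-261 | Compound dosing: One concentration, 20 µM, with 1.0% DMSO | Schedule: 45 min room-temperature reaction, 5 min colour, 30 min stabiliser | Detection: Absorbance at 630 nm | Read-out basis: % inhibition of SCP-1 phosphate liberation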
Rpn11 inh: Rpn11 (PSMD14) deubiquitinase inhibitors, primary screen, biochemical, fluorescence polarization, uHTS; 26S proteasome non-ATPase regulatory subunit 14 (Homo sapiens), O00487; human 26S proteasome, Ub4-pepOG fluorescence polarization; 20S core pre-blocked with epoxomicin; calls only at 20 µM; 360,000 compounds, 0.59% hits; AID 588493, 2011;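 active = inhibition at 20 µM, scaled to each plate's controls, above about 33%, limit read from the data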
CSN deneddyl inh: inhibitors of CSN-mediated cullin deneddylation, primary screen, biochemical, fluorescence polarization, uHTS; COP9 signalosome complex subunit 5 (Homo sapiens), Q92905; Purified CSN, SCF-Nedd8-OG deneddylation; inhibition, % at 12.5 µM; 360,000 compounds, 0.38% hits; AID 651999, 2013;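 active = pattern-corrected inhibition above about 35%, with an unprinted fluorescence ratio check between 0.5 and 1.5, limit read from the data, passing the limit was not always enough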;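 also: 0% = enzyme with substrate and 100% = substrate without enzyme; some results filed as inactive read as strong as hits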
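Material: human Csn5 produced in HEK293T cells; Input: enzyme 0.24 nM; Reagent: SCFSkp2-Nedd8OG substrate at 10 nM final; Dosing: 12.5 µM compound; Incubation: 90 min reaction at room temperature; Detection: fluorescence polarization of the substrate; Evaluation: % inhibition of substrate cleavage by Csn5; Control set: substrate-only high control, full reaction low control.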
MLLE-PAM2 inh: inhibitors of PABP1 MLLE–PAM2 peptide binding, primary screen, biochemical, fluorescence polarization, FITC-PAM2, GST-MLLE. Polyadenylate-binding protein 1 (Homo sapiens), P11940. inhibition, % at 20 µM. 360,000 compounds, 0.36% hits. AID 588489, 2011; in the data active = inhibition above about 35%, passing the limit was not always enough;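 also: plate controls were DMSO wells with GST-MLLE for no effect and wells lacking GST-MLLE protein for full effect; some results filed as inactive read as strong as hits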
LMPTP inh: LMPTP phosphatase inhibitors, primary screen, biochemical, fluorescence intensity, uHTS; recombinant LMPTP-A, OMFP fluorogenic substrate; inhibition, % at 20 µM; 360,000 compounds, 0.22% hits; AID 651560, 2012;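 active = compounds that cut the enzyme signal by at least half of the control window in the single-dose screen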;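 also: plate controls were DMSO wells with enzyme plus substrate for no effect and substrate without enzyme for full effect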
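test system = LMPTP-A | amount = 0.625 nM LMPTP-A final | reagent = fluorogenic phosphatase substrate OMFP at 400 µM final | incubation = 50 min at room temperature | benchmarks = no-enzyme low control, uninhibited high control | medium = Bis-Tris pH 6.0, DTT, detergent | signal = fluorescence intensity of OMFP turnover product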
The depositor's hits bear a star; i = inactive; . = not tested or not shown; + = active, no number. Compounds as they come; about 3.6% have a hit in one of these screens.

SMILES	NadD inh	SUMO1 PPI mod	TbMetRS inhib	DNMT1 block	STEP block	Scp-1 inhibitor	Rpn11 inh	CSN deneddyl inh	MLLE-PAM2 inh	LMPTP inh
CCn1cc(/C=N/N=C2\CCC3C4CCc5cc(O)ccc5C4CC[C@]23C)c(C)n1 (stereo partly drawn)	14.8	-0.3	-0.8	-4.3	-6.4	0.3	i	-1.0	-4.3	4.0
Cc1ccc(OCc2nnc(SCC(=O)c3ccccc3)n2Cc2ccco2)cc1	2.3	-0.3	-0.6	-5.0	0.9	3.6	i	-1.3	-130.9	2.2
O=[N+]([O-])c1cccc(/C=N/NS(=O)(=O)c2ccccc2)c1	-6.2	-16.0	-0.8	-0.1	0.1	-4.2	i	-2.5	-12.4	0.5
COc1cc(/C=C2\SC(=S)N(NC(=O)c3cccnc3)C2=O)ccc1O	-3.0	-8.0	-2.1	-1.6	-3.7	-9.4	.	38.8*	-95.1	1.2
Cc1ccccc1N1CCN(CCC(=O)Nc2ccc(F)cc2)CC1	-6.0	1.0	-0.3	0.2	-1.3	-6.5	i	-1.7	12.2	-1.6
CN(C)c1nnnn1Cc1ccc(Cl)cc1Cl	0.9	0.0	-0.7	6.3	-0.7	2.1	i	-1.8	-5.3	-0.1
Cn1c(O)c(/C=C2\C=NN=C2c2ccccc2)sc1=S	-1.0	-13.0	0.1	0.0	0.3	-13.6	i	2.6	-6.4	0.4
Cc1cc(C)nc(SCC(=O)Nc2ccc(S(=O)(=O)Nc3onc(C)c3C)cc2)n1	-1.0	5.3	-0.7	-0.1	-1.2	-9.1	i	-5.0	-6.1	-2.3
COc1ccc(NC(=S)NCc2cccn2C)cc1	1.8	6.8	-0.8	-6.6	21.5	5.8	i	-6.0	-26.1	3.2
COC(=O)[C@]1(C)N[C@H](c2ccc(SC3CCCCC3)cc2)[C@@H]2C(=O)N(C)C(=O)[C@@H]21	0.7	3.2	0.2	-4.6	0.1	-5.8	i	5.9	-7.0	-0.4
O=C(O)CCCn1cc(NC(=O)COc2cc(F)ccc2[N+](=O)[O-])cn1	8.7	-9.7	-0.8	-1.3	2.4	-8.7	i	-1.4	-9.8	-0.2
CCOc1ccc(CNC(=O)c2ccc3nc(N4CCOCC4)sc3c2)cc1	-2.4	-0.5	0.5	-6.0	-1.9	-4.5	i	-3.3	11.4	0.9
O=C(CSc1nnc(-c2ccco2)o1)c1ccc([N+](=O)[O-])cc1	-3.4	-35.8	-0.5	-1.1	0.6	-7.0	+	3.5	-88.1	1.5
COC(=O)Cn1c(CN2CCN(C(=O)c3ccco3)CC2)nc2c1c(=O)n(C)c(=O)n2C	1.3	-4.8	-0.9	-2.3	-1.3	1.8	i	1.7	-4.6	0.2
CC(=O)Nc1ccc(S(=O)(=O)NNC(=O)c2sc(=S)n(C)c2C)cc1	-6.3	0.8	0.0	6.1	-1.9	-4.9	i	2.6	5.8	-2.5
CC(C(=O)NC1C=CS(=O)(=O)C1)N1C(=O)/C(=C/c2cccc(Cl)c2)SC1=S (stereo not drawn)	1.2	-13.1	0.4	-0.5	2.8	-8.0	i	5.4	26.0	1.5
COC(=O)Cn1c(CCS(=O)(=O)c2ccc(C)c(C)c2)nc2ccccc21	1.2	-1.2	-1.2	4.4	-3.5	3.1	i	5.1	0.4	-1.0
CCCCN(Cc1ccccc1)C(=O)CCN1C(=O)C2C3C=CC(C3)C2C1=O (stereo not drawn)	-4.5	-2.2	-0.3	-0.2	-1.9	3.6	i	-1.4	-5.5	0.0
O=c1nc(N/N=C/c2ccco2)cn[nH]1	0.4	-1.5	-0.7	9.8	8.3	44.7	i	-1.2	-9.6	34.4
Cc1nc(/C(N)=N/OC(=O)c2ccc(Cl)cc2)c(C(F)(F)F)o1	-1.1	0.9	-1.1	7.8	-1.6	-2.2	i	3.0	-1.2	-1.7

In the list so far, these contain an aryl methoxy group.
SMILES	NadD inh	SUMO1 PPI mod	TbMetRS inhib	DNMT1 block	STEP block	Scp-1 inhibitor	Rpn11 inh	CSN deneddyl inh	MLLE-PAM2 inh	LMPTP inh
COc1cc(/C=C2\SC(=S)N(NC(=O)c3cccnc3)C2=O)ccc1O	-3.0	-8.0	-2.1	-1.6	-3.7	-9.4	.	38.8*	-95.1	1.2
COc1ccc(NC(=S)NCc2cccn2C)cc1	1.8	6.8	-0.8	-6.6	21.5	5.8	i	-6.0	-26.1	3.2

(cont.)
SMILES	NadD inh	SUMO1 PPI mod	TbMetRS inhib	DNMT1 block	STEP block	Scp-1 inhibitor	Rpn11 inh	CSN deneddyl inh	MLLE-PAM2 inh	LMPTP inh
COc1ccc(N2C(=O)CC(N3CCN(S(=O)(=O)c4c(C)cc(C)cc4C)CC3)C2=O)cc1 (stereo not drawn)	6.3	-3.6	-0.3	-4.7	0.6	-2.4	i	2.0	9.9	0.8
Cc1ccc(N(CC(=O)NCc2ccccc2)C(=O)CCC(=O)Nc2ccccn2)cc1C	-8.5	3.2	-0.1	0.8	0.3	-5.9	i	0.4	5.2	0.0
CCn1c(-c2nn(C)cc2Cl)n[nH]c1=S	0.5	-0.5	0.2	-2.1	0.0	-4.6	i	-16.6	-13.4	-1.7
Cc1nnc(NC(=O)c2nc(S(=O)(=O)Cc3ccccc3C)ncc2Cl)s1	-0.5	13.0	-0.4	7.7	0.7	-2.4	i	3.5	11.4	-1.7
COc1ccc([N+](=O)[O-])cc1NC(=S)NC(NC(=O)Cc1ccc(OC)c(OC)c1)C(Cl)(Cl)Cl (stereo not drawn)	14.1	0.8	0.5	30.8	3.0	-6.9	i	8.8	28.2	-0.6
CC(=O)Nc1ccc(S(=O)(=O)Nc2ccc3[nH]c(=O)[nH]c3c2)cc1	-2.0	0.6	-0.7	1.4	0.0	12.2	i	-0.6	-8.2	-1.1
O=[N+]([O-])c1cc(Br)c(Nc2ccccc2)c([N+](=O)[O-])c1	-5.2	-27.9	-0.2	37.3	4.0	-10.4	i	-0.8	9.6	1.3
C=CCn1c(SCC(=O)c2c(N)n(CCC)c(=O)n(C)c2=O)nc2sc(CC)cc2c1=O	0.8	-1.7	-0.9	47.4	0.3	-2.0	i	-2.0	-2.7	3.0
COC(=O)c1c(NC(=O)CC2SC(N)=NC2=O)sc2c1CCCC2 (stereo not drawn)	9.5	2.7	0.7	1.2	2.7	-2.0	i	-3.4	0.8	1.1
CCCCc1cc(=O)oc2cc(O)ccc12	-2.7	-4.9	0.6	1.8	-0.5	-3.4	i	-8.2	3.3	-0.5

Limited to Rpn11 inh, for five of the compounds above:
Molecule | Rpn11 inh
O=C(O)CCCn1cc(NC(=O)COc2cc(F)ccc2[N+](=O)[O-])cn1 | i
CCOc1ccc(CNC(=O)c2ccc3nc(N4CCOCC4)sc3c2)cc1 | i
O=C(CSc1nnc(-c2ccco2)o1)c1ccc([N+](=O)[O-])cc1 | +
COC(=O)Cn1c(CN2CCN(C(=O)c3ccco3)CC2)nc2c1c(=O)n(C)c(=O)n2C | i
CC(=O)Nc1ccc(S(=O)(=O)NNC(=O)c2sc(=S)n(C)c2C)cc1 | i

The list continues.
SMILES	NadD inh	SUMO1 PPI mod	TbMetRS inhib	DNMT1 block	STEP block	Scp-1 inhibitor	Rpn11 inh	CSN deneddyl inh	MLLE-PAM2 inh	LMPTP inh
CC(=O)Nc1ccc(-c2sc(Nc3ccccc3)n[n+]2C)cc1	0.9	1.5	0.1	-1.2	0.2	3.5	i	-7.3	-76.8	-0.9
O=C(c1ccc(N2CCN(C(=O)c3cccc(F)c3)CC2)cc1)c1cccc(F)c1	-5.6	-13.2	-0.4	-0.8	0.6	-7.6	i	1.7	-10.0	2.9
COC(=O)c1ccc(COC(=O)c2ccc(CO)cc2)o1	-3.5	-1.8	-0.3	2.7	0.1	-6.7	i	2.4	-4.7	-2.5
Cc1cccn2c(=O)c3cc(C(=O)NCc4cccnc4)c(=N)n(C(C)C)c3nc12	-3.2	-16.3	-1.0	4.3	6.1	0.2	i	1.3	-3.3	2.5
Cc1cccc(C)c1NC(=O)COC(=O)C1Cc2ccccc2CN1C(=O)c1ccccc1 (stereo not drawn)	-3.2	13.2	0.4	8.6	1.1	22.2	i	2.6	-9.1	2.0
COc1cccc(/C=N/NC(=O)c2[nH]c(C)c(C(=O)N/N=C/c3cccc(OC)c3)c2C)c1	16.7	5.4	0.2	-2.8	0.4	-15.3	+	-0.2	10.0	2.0
COCCCNC(=S)Nc1ccc(OC(F)F)cc1C	-1.9	0.4	-0.8	2.0	0.1	-3.4	i	0.0	13.0	0.1
COCCNC(=S)N/N=C/c1ccc([N+](=O)[O-])cc1	-4.9	-34.3	-0.5	-0.5	-0.5	-0.7	i	-0.3	20.3	1.2
C=CCC1(CC=C)CCCN1C(=O)C1CCC(=O)N(CCc2ccc(Cl)cc2)C1 (stereo not drawn)	3.9	-5.5	0.3	1.6	0.9	-5.1	i	3.4	-3.7	0.6
O=C(C1COc2ccccc2O1)N1CCN(c2ccc(F)cc2)CC1 (stereo not drawn)	4.1	0.3	-0.7	1.1	0.7	0.4	i	2.9	-4.1	-0.1
S=C1N(c2ccccc2)C(c2cccc3ccccc23)N2CCCN12 (stereo not drawn)	-4.8	-0.7	-0.2	-1.2	-3.8	-7.7	i	-2.2	1.2	0.3
CCOC(=O)NC(=O)CSc1nc2ccccc2[nH]1	2.4	0.6	-0.4	1.4	0.3	0.9	i	-4.0	3.6	0.6
Cc1cccc(-c2nnc(SCC#N)n2C)c1	-2.8	0.2	-0.1	1.3	-2.5	-6.6	i	-3.0	3.8	-0.4
O=C1c2ccccc2OC2(C=Cc3ccccc3O2)N1Cc1ccccc1 (stereo not drawn)	2.4	-7.4	-0.9	-5.1	-3.3	-12.0	i	-5.9	-1.9	0.3
